Bioassay records as filed in PubChem.
D2 ag – activates the human D2 dopamine receptor; P14416; HEK293 T-REx D2 cells, calcium flux agonist mode; activation, % at 2 µM; 0.53% of 340,000 active; AID 485358;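 active means activation over 3 SD above normal in the single-dose calcium agonist read, cut at about 30% in these data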; further: 0% is about no effect
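Agonism is scored from calcium flux in a force-coupled, inducible HEK293 cell line expressing D2, read kinetically for 180 s after compound addition against dopamine controls.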
TRHR agonist – TRH receptor (human) agonism; P34981; TRHR cells, calcium flux fluo-8, FDSS agonist mode; activation, % at 2 µM; 0.18% of 360,000 active; in the data active means activation above about 30%; further: 0% is about no effect
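TRHR-expressing cells loaded with fluo-8 calcium dye; 23 nL library compound pin-transferred, kinetic FDSS fluorescence (Ex 480/Em 530) recorded about 180 s for agonist-induced calcium release, before a 10 nM TRH EC20 addition for potentiator mode.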
IDH1 R132H inh – inhibitors of human mutant IDH1 R132H | O75874 | Potency, µM (top dose mostly 76.6 µM), for inactives: at the top dose activity change, negative = inhibition, most hits filed as inhibitors | 0.093% of 390,000 active | IDH1-R132H enzyme, NADPH consumption, diaphorase/resazurin fluorescence; further: potency means the concentration at half of the fitted maximal effect; on the % scale 0 is the no-effect control and ±100 the full control effect; nearly all actives have a fitted effect of over 65% in size
Target sequence (O75874 whole entry R132H, stated change not applied): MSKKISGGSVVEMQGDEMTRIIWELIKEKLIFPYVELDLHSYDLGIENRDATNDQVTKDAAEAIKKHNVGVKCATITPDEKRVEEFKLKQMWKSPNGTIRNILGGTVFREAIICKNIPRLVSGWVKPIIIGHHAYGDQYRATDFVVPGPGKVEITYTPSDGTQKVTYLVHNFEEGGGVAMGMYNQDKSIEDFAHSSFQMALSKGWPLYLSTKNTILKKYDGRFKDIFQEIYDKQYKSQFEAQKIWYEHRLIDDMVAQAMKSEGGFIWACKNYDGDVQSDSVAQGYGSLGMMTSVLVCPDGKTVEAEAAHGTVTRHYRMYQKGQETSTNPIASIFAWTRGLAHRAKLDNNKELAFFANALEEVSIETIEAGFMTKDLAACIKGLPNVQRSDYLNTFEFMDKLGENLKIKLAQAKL
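IDH1-R132H (0.5 ug/mL) preincubated 30 min with compound, then NADPH (0.016 mM) and alpha-KG (2 mM) added; 80 min at RT, pH 7.5. Remaining NADPH coupled via diaphorase/resazurin to fluorescence (540/590 nm); concentration-response curves normalized to no-enzyme control.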
TrxR1 substrate – is turned over as a substrate by rat TrxR1; 0.01% of 390,000 active; Potency, µM (top dose mostly 114 µM), without a hit: at the top dose activity change, negative = substrate turnover; purified TrxR1 substrate turnover, NADPH consumption readout; further: potency means the concentration at half of the fitted maximal effect; on the % scale 0 is the no-effect control and ±100 the full control effect; nearly all actives have a fitted effect of over 50% in size
Target sequence (O89049 whole entry, looked up): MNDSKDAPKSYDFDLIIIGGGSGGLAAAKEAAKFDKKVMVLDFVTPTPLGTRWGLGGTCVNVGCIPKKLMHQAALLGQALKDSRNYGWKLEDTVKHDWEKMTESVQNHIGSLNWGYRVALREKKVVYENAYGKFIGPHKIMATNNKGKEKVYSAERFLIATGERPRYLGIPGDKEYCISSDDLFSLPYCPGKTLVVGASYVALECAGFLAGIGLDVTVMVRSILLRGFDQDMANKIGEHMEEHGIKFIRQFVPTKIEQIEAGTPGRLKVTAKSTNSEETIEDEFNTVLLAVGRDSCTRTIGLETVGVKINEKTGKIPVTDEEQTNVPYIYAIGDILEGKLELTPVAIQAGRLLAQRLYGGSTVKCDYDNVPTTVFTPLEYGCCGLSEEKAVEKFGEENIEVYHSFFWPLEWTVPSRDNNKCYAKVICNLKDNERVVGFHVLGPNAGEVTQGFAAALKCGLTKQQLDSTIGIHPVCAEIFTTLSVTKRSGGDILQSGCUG
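Rat TrxR1, dispensed at 90 nM, was prereduced with 400 uM NADPH (final) for 5 min at ~22 deg C, then incubated with compound 15 min before 400 uM selenite. A first-read NADPH fluorescence drop versus no-compound background flagged substrates.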
TRHR enhancer – allosterically enhances the human TRH receptor | 0.66% of 360,000 active | TRHR cells, fluo-8 calcium fluorescence, EC20 TRH enhancement | AID 493056 | P34981 | enhancement, % at 2 µM; in the data active means enhancement above about 30%; further: 0% is about no effect
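Enhancer read-out: after compound pinning and an initial kinetic agonist-mode read, an EC20 of TRH (10 nM final) was injected and fluo-8 calcium signal (Ex 480/Em 530) followed at 1 s/cycle for 100 cycles in TRHR-expressing cells.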
D2 antag – D2 dopamine receptor (human) antagonism | P14416 | HEK293 TREx D2 cells, calcium flux, dopamine EC80 | inhibition, % at 10 µM | 2% of 340,000 active; in the data active means inhibition above about 30%; further: 0% is about no effect
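Cells plated overnight at 30 C with tetracycline; no-wash calcium dye, 30–90 min RT; 10 s baseline; compound pinned; 180 s read; EC80 dopamine added; another 180 s read.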
Pin1 inh – human Pin1 inhibition; Q13526; Pin1 FP peptide displacement, HiFluor488, 10 min; Potency, µM (top dose mostly 115 µM), without a hit: top-dose activity, negative = inhibition, most hits filed as inhibitors; 0.009% of 390,000 active; AID 504891; active means well fitted inhibition curve with a large enough effect in the polarisation, with a control signal flat, not every such curve was filed as active; inconclusive means small, poorly fitted or top-dose-only effect, or effect the other way, or a change in a side signal; inactive means no such curve, though single readings can be large or run the other way; the % refers to the polarisation; further: potency means the concentration at half of the fitted maximal effect; on the % scale 0 is the no-effect control and ±100 the full control effect
Target sequence (Q13526 whole entry, looked up): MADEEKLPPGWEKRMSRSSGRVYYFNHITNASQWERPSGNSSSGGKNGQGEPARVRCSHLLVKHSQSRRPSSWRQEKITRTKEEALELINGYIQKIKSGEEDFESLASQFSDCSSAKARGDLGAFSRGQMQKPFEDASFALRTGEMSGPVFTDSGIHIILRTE
rTrxR1 inhibitor – rat TrxR1 inhibition | recombinant rTrxR1, NADPH fluorescence consumption, selenite substrate | Potency, µM (series often up to 114 µM), for inactives: at the highest dose activity change, negative = inhibition, most hits filed as inhibitors | 1% of 390,000 active | AID 588453; further: potency means the concentration at half of the fitted maximal effect; on the % scale 0 is the no-effect control and ±100 the full control effect; nearly all actives have a fitted effect of over 65% in size
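Rat TrxR1 (90 nM in the dispensed reagent) was pre-reduced with 400 uM NADPH for 5 min at room temperature, then incubated with compound for 15 min. After 400 uM selenite was added, NADPH fluorescence (Ex 340/Em 450 nm) was followed for 8 min.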
USP1 inh – inhibitors of human USP1/UAF1 deubiquitinase; O94782; recombinant USP1/UAF1, Ub-Rhodamine cleavage fluorescence; Potency, µM (highest dose often 57.1 µM), without a hit: at the top dose activity change, negative = inhibition, actives largely listed as inhibitors; 0.23% of 390,000 active; further: potency means the concentration at half of the fitted maximal effect; on the % scale 0 is the no-effect control and ±100 the full control effect; nearly all actives have a fitted effect of over 60% in size; inactives centre near -12
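Step one: compound is pinned into 1nM USP1/UAF1 in HEPES pH 7.8 buffer with TCEP. Step two: 15 min room-temperature incubation. Step three: Ub-Rho (150nM final) starts cleavage, tracked by fluorescence over six one-minute reads.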
The depositor's hits bear a star; u = inconclusive; x = no result given; & = joins results of further samples; [ ] = dose if it differs, or a comment. Unless noted, the call rests on the fitted dose curve; in most records, active means well fitted inhibition curve with a large enough effect; inconclusive means small, poorly fitted or top-dose-only effect; inactive means no such curve, though single readings can be large or run the other way.

Sample of the layout (2 entries):
SMILES | D2 ag | TRHR agonist | IDH1 R132H inh | TrxR1 substrate | TRHR enhancer | D2 antag | Pin1 inh | rTrxR1 inhibitor | USP1 inh
CN1CCN(C(=O)C(Cc2ccccc2)NS(=O)(=O)c2ccc3c(c2)CCC(=O)N3)CC1 (configuration not stated) | -1.9 | 0.4 | -3% | -3% | 18 | 5 | 6% | 9% | 8%
Fc1ccccc1N1CCN(C2CCN(Cc3c[nH]c4ccccc34)CC2)CC1 | -0.8 | -1.4 | 1% | 2%[57.1 µM] | 3 | -15 | -3% | 7%[57.1 µM] | -1%

The whole of this part, repeating the preview:
SMILES | D2 ag | TRHR agonist | IDH1 R132H inh | TrxR1 substrate | TRHR enhancer | D2 antag | Pin1 inh | rTrxR1 inhibitor | USP1 inh
CN1CCN(C(=O)C(Cc2ccccc2)NS(=O)(=O)c2ccc3c(c2)CCC(=O)N3)CC1 (configuration not stated) | -1.9 | 0.4 | -3% | -3% | 18 | 5 | 6% | 9% | 8%
Fc1ccccc1N1CCN(C2CCN(Cc3c[nH]c4ccccc34)CC2)CC1 | -0.8 | -1.4 | 1% | 2%[57.1 µM] | 3 | -15 | -3% | 7%[57.1 µM] | -1%
COc1ccccc1CNC(=O)COC(=O)Cc1ccc(Cl)cc1 | -0.2 | 0.8 | 0% | 6% | 5 | -1 | 4% | 10% | -14%
COc1ccc(C(=O)N/N=C2\CCc3ccccc32)cc1OC | -0.1 | -0.4 | 16% | -5% | 1 | -5 | 6% | 2% | -7%
CCOC(=O)c1cnn(-c2ncnc3c2oc2ccccc23)c1N | -0.8 | -0.2 | 3% | 0% | -4 | 13 | -1% | 0% | -12%
CCOC(=O)C1CCCN(Cc2cc(=O)oc3cc(C)ccc23)C1 (configuration not stated) | -0.7 | -0.7 | 2% | 5%[57.1 µM] | -8 | 11 | -11% | 16%[57.1 µM] | -15%
Cc1ccc(C)c(OCC(=O)Nc2sc3c(c2C#N)CCCC3)c1C | 1.7 | 0.6 | -12% | 0% | 1 | x | 5% | -10% | -18%
N#CC(=C=[N-])c1nc2ccccc2nc1-[n+]1cccc(NC(=O)c2ccccc2)c1 | -0.8 | 2.0&1.7 | -2% | -5% | -6&-1 | 16 | -11% | 6% | -11%
S=C(c1ccc(-c2cccc(Cl)c2)o1)N1CCOCC1 | -0.5 | -1.0 | 4% | 3% | -5 | -8 | -6% | -5% | -22%
Cc1ccc(CNC(=O)c2cc(-c3ccc(C)cc3)nc3n[nH]c(-c4ccc(F)cc4)c23)cc1 | 0.3 | 0.5 | -2% | 6%[57.1 µM] | 0 | x | -1% | 19%[57.1 µM] | -8%
COc1ccccc1N1C(=O)CC(Sc2ncccc2C(=O)O)C1=O (configuration not stated) | 0.2 | 0.0 | 2% | 9%[57.1 µM] | -1 | -5 | 0% | 3%[57.1 µM] | -5%
CCOC(=O)c1cccc(NS(=O)(=O)c2cc(-c3cnc(C4CC4)o3)ccc2C)c1 | 0.2 | -0.9 | 2% | -4%[57.1 µM] | 3 | x | 0% | 5%[57.1 µM] | -30%
O=C(NCc1ccccc1)c1cc(-c2cccc(O)c2)on1 | 0.7 | -0.2 | -4% | 3%[57.1 µM] | -3 | -5 | 6% | 12%[57.1 µM] | -14%
Cc1cc(C)cc(NC(=O)Nc2ccc(NC(=O)c3ccccc3O)cc2)c1 | -0.6 | 0.2 | -6% | 7% | -1 | -18 | 4% | 16% | -17%
COC(=O)c1cc2occc2n1CC(=O)Nc1ccc(C)cc1Cl | 0.3 | 0.1 | -1% | 11% | -4 | x | 17% | 16% | -32%
O=C1CNC(=O)N1Cc1ccc(Br)cc1 | 0.6 | 0.1 | 2% | -2% | 0 | -20 | -13% | 0% | -10%
COCCN(C(=O)CSCC(=O)Nc1ccc(C)cc1)c1c(N)n(CC(C)C)c(=O)[nH]c1=O | 0.4 | -0.3 | 0% | -6% | -3 | 14 | -2% | -1% | -8%
Cc1onc(-c2ccccc2)c1-c1nc2ccccc2c(=O)o1 | 0.8 | -0.4 | -20% | -3% | 2 | 6 | 0% | -16% | -25%
CN(CC(=O)Nc1c(Cl)cccc1Cl)C(=O)C1CSC2(C)CCC(=O)N12 (configuration not stated) | -0.2 | 0.3 | 5% | -5% | 6 | -6 | -3% | -3% | -11%
COC(=O)c1sccc1NC(=O)c1cccs1 | 0.2 | 0.4 | 0% | 0% | -2 | -17 | 5% | 7% | -5%
Cc1ccc2cc(/C=N/NC(=O)[C@H](C)NC(=O)OC(C)(C)C)c(Cl)nc2c1 | -0.9 | -0.3 | -1% | 9% | 17 | -10 | 12% | 16% | -26%
CN(C)S(=O)(=O)c1cc(NC(=O)CN2CCNC(=O)C2)ccc1Cl | 0.4 | 0.5 | -1% | -14% | 3 | 3 | 3% | -13% | 2%
CC1CCN(C(=S)NC(=O)c2ccccc2)CC1 | 0.1 | -0.1 | 5% | 10%[57.1 µM] | -13 | -10 | -6% | 4%[57.1 µM] | -12%
COc1ccccc1C(=O)NC(=O)COC(=O)Cc1n[nH]c(=O)c2ccccc12 | -0.6 | -0.3 | -8% | -3%[57.1 µM] | 11 | -7 | 5% | -4%[57.1 µM] | 5%
CSc1nn(Cc2cccc(C)c2)c(N)c1S(=O)(=O)c1ccccc1 | 1.6 | 0.8 | u | -1%[57.1 µM] | -4 | x | 5% | 14%[57.1 µM] | -29%
CCn1nc(C)c(CNC(=O)C2CCC(=O)N(Cc3ccc(Cl)cc3)C2)c1C (configuration not stated) | 1.0 | 0.9 | 8% | -4% | -3 | 6 | 3% | -8% | 4%
CN(C)N1C(=O)CC(C)(c2ccc([N+](=O)[O-])cc2)C1=O (configuration not stated) | 5.9 | -0.2 | -1% | -4% | -5 | 7 | -2% | 14%[57.1 µM] | -22%
CCOC(=O)C(NC(=O)c1ccccc1)(OCc1ccc(F)cc1)C(F)(F)F (configuration not stated) | x | -0.1 | -8% | 2%[57.1 µM] | -2 | x | -11% | -7%[57.1 µM] | -20%
CCN(CC)c1cc(C)c2cc(NC(=O)c3cccs3)ccc2n1 | -0.6 | 0.5 | 0% | 7%[57.1 µM] | -2 | -16 | -2% | 9%[57.1 µM] | -5%
COC(=O)C(OC(=O)c1ccc(OC)cc1)C(=O)OC | 0.1 | 0.2 | 7% | 5% | -6 | 25 | -9% | 14% | -6%
COc1cc(C#Cc2c(-c3cncn3C)n(C)c3ccc(-c4ccc(OC)nc4)cc23)cc(OC)c1 | -0.8 | -0.1 | -2% | 60%[activator][57.1 µM] | -4 | 2 | 13% | -2%[57.1 µM] | -16%
Cc1c(/C=N\NC(=O)C2COc3ccccc3O2)c2ccccc2n1C (configuration not stated) | -0.6 | -0.2 | 3% | -10% | -5 | 2 | 3% | -7% | -25%
CC(Sc1ncn[nH]1)C(=O)NCc1ccccc1 (configuration not stated) | -0.1 | -0.3 | 15% | 8% | 1 | -9 | -4% | 26% | -14%
CCOc1ccc(NC(=O)c2cccc(-n3cnnn3)c2)cc1 | -0.1 | -0.5 | 1% | 2%[57.1 µM] | -6 | 5 | -3% | 0%[57.1 µM] | -12%
COc1cc2c(cc1NC(=O)COC(=O)c1ccccc1)oc1ccccc12 | 1.1 | 0.0 | x | x | 0 | -2 | x | x | x
O=S(=O)(Cc1ccccc1)N1CCCc2ccccc21 | -0.3 | -0.3 | 7% | 6% | -8 | 10 | -3% | 12% | -15%

Limited to IDH1 R132H inh and D2 ag, for some of the entries so far:
compound,IDH1 R132H inh,D2 ag
COc1cc(C#Cc2c(-c3cncn3C)n(C)c3ccc(-c4ccc(OC)nc4)cc23)cc(OC)c1,-2%,-0.8
Cc1c(/C=N\NC(=O)C2COc3ccccc3O2)c2ccccc2n1C (configuration not stated),3%,-0.6
CC(Sc1ncn[nH]1)C(=O)NCc1ccccc1 (configuration not stated),15%,-0.1
CCOc1ccc(NC(=O)c2cccc(-n3cnnn3)c2)cc1,1%,-0.1
COc1cc2c(cc1NC(=O)COC(=O)c1ccccc1)oc1ccccc12,x,1.1
O=S(=O)(Cc1ccccc1)N1CCCc2ccccc21,7%,-0.3

The results go on.
SMILES | D2 ag | TRHR agonist | IDH1 R132H inh | TrxR1 substrate | TRHR enhancer | D2 antag | Pin1 inh | rTrxR1 inhibitor | USP1 inh
O=C(/C=C\c1cccs1)c1c(O)ccc2ccc(=O)oc12 | 3.2 | 0.4 | 6% | -17% | -1 | 6 | -5% | u | -14%
Cc1coc2c(C)c3oc(=O)c(CCC(=O)NCc4ccccn4)c(C)c3cc12 | 0.7 | 1.2 | -5% | 19% | -8 | -11 | 7% | -2% | -22%
CC(C)CCn1nnnc1CN1CCN(C(c2ccccc2)c2ccccc2)CC1 | 0.0 | -0.4 | -1% | -7% | -1 | 4 | -3% | 4% | -13%
COc1ccc(C(=O)CSc2nnc(CNC(=O)c3ccccc3F)n2C)cc1OC | 7.0 | 0.0 | -3% | 1% | 2 | 17 | -8% | 13% | -8%
CC1CCc2c(C(=O)Nc3ccccn3)csc2C1 (configuration not stated) | 0.3 | -0.2 | -7% | -1% | 30 | -4 | 0% | 7% | -9%
Cc1ccc(C(=O)NCC(c2ccco2)S(=O)(=O)c2ccccc2)cc1C (configuration not stated) | -1.6 | -0.6 | -3% | 1%[57.1 µM] | 3 | x | -1% | 11%[57.1 µM] | -8%
CC(C)N=C1SC(CC(=O)Nc2ccccc2)C(=O)N1C(C)C (configuration not stated) | -0.8 | -0.2 | -6% | -8% | -1 | 0 | u | 2% | -7%
O=C(Nc1ccc(F)c(Cl)c1)C1CCCN(c2ncnc3onc(-c4ccc(F)cc4)c23)C1 (configuration not stated) | 0.3 | 1.4 | -5% | 6% | -7 | x | 12% | 13% | -11%
N#CCC(=O)Nc1ccc(C(=O)OCC(=O)Nc2sc3c(c2C#N)CCCC3)cc1 | 0.3 | 0.0 | -2% | -13% | 5 | -6 | u | -24% | -5%
COc1ccc(N2CCc3c(C)nc4c(OC)cccc4c32)cc1 | 0.4 | -0.8 | 6% | 5%[11.4 µM] | 1 | 2 | -2% | 19%[11.4 µM] | -10%

Some of the compounds tested; count on the stated rates, not on these rows.
